GLP1R ag: qHTS of GLP-1 Receptor Agonists. HEK293 GLP-1R CRE-luciferase, luminescence, 4-6 h; cells express a hypersensitive GLP-1R form. Potency, µM (top dose mostly 45.6 µM), for the others: top-dose activation, actives largely listed as activators. AID 624172, 2012. Glucagon-like peptide 1 receptor (Homo sapiens), P43220. actives 0.007% (n = 380,000); also: potency is read from the fitted curve at half-maximal effect; % of control where 0% means no effect
WRN helicase inh: qHTS for Inhibitors of WRN Helicase. WRN helicase unwinding, fluorescent forked duplex, kinetic. Bifunctional 3'-5' exonuclease/ATP-dependent helicase WRN (Homo sapiens), Q14191. Potency, µM (top dose mostly 114 µM), without a hit: at the top dose activity change, negative = inhibition, actives largely listed as inhibitors. actives 0.46% (n = 360,000); also: potency is read from the fitted curve at half-maximal effect; % is scaled to controls: 0 for no effect and ±100 for the full control effect; nearly all actives have a fitted effect of over 55% in size
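Kinetic red-fluorescence monitoring (525/598 nm) tracks WRN helicase activity after 100 nM fluorophore-quencher forked duplex and 2 mM ATP are added to 20 nM enzyme pretreated 15 min at room temperature with compound.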
GLP1R cytotox: qHTS of GLP-1 Receptor Inverse Agonists: Cytotox Screen. HEK293 cAMP-luciferase reporter cells, luminescence, 24 h. Potency, µM (doses to about 38.3 µM), inactives show top-dose activity change, negative = inhibition, actives largely listed as inhibitors. AID 624418, 2012. actives 0.13% (n = 410,000);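 also: loss of luciferase light is scored as toxicity; potency is read from the fitted curve at half-maximal effect; % is scaled to controls: 0 for no effect and ±100 for the full control effect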
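1536-well qHTS counterscreen of the MLSMR; 200 cells/uL, 12 h pre-incubation, 23 nL cpd, 24 h at 37 deg C 5% CO2, luciferase detection reagent, 12 min RT, luminescence. Inhibition = undesired.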
GLP-1R inv ag: qHTS of GLP-1 Receptor Inverse Agonists (Inhibition Mode) | AID 624417, 2012 | Potency, µM (top dose mostly 38.3 µM), without a hit: top-dose activity change, negative = inhibition, most hits filed as inhibitors | actives 1.6% (n = 410,000) | Glucagon-like peptide 1 receptor (Homo sapiens), P43220 | HEK293 GLP-1R CRE-luciferase, luminescence, 24 h; GLP-1R form is constitutively active; also: potency is read from the fitted curve at half-maximal effect; % is scaled to controls: 0 for no effect and ±100 for the full control effect; nearly all actives have a fitted effect of over 55% in size
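Constitutively active GLP-1R drives a cAMP-responsive luciferase in stably transfected HEK293 cells; test compounds are added after overnight (12 h) attachment and left 24 hr, and signal loss in luminescence marks inhibition.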
DRD3 agonist: qHTS of D3 Dopamine Receptor Agonist: qHTS | max activation, % | D(3) dopamine receptor (Homo sapiens), P35462 | D3R DiscoveRx beta-arrestin cells, luminescence, 90 min | actives 0.58% (n = 410,000); in the data active = max activation above about 30%; also: 0% is about no effect; mostly tested at two doses, the higher about 12 µM
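Cells at 1500/well, incubated overnight, then treated with pinned compounds (dopamine as control) for 90 min at 37 degrees C. DiscoveRx reagent added for 30 - 60 minutes at room temperature; luminescence read.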
IL2 activator: qHTS of IL-2 Activators | IL-2 activation reporter assay, cell-based qHTS; stimulated with anti-CD3/CD4/CD28 beads; in transgenic mouse T cells | activation, % (series mostly up to about 46 µM) | actives 0.065% (n = 360,000) | AID 652025, 2013; in the data active = activation above about 50%; inconclusive = mostly about 30% to 49%; also: 0% is about no effect
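Quantitative HTS in unstimulated transgenic mouse T cells, with memory T cells as non-tolerant control and PMA/ionomycin as tolerance-bypass control. Compound pretreatment lasted 60 minutes before 18 h bead stimulation; EGFP/DsRed fluorescence read.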
PI5P4K alpha inh: qHTS for Inhibitors of phosphatidylinositol 5-phosphate 4-kinase (PI5P4K); Phosphatidylinositol 5-phosphate 4-kinase type-2 alpha (Homo sapiens), P48426; PI5P4Kalpha enzyme, ADP-Glo luminescence, 60 min; stronger effect = lower value; max response, %; actives 1.2% (n = 330,000); AID 652105, 2013; active = max response of -50% or lower; inconclusive = between -30% and -50%; inactive = -30% or higher; also: value at the top dose of about 77 µM; % is scaled to controls: 0 for no effect and ±100 for the full control effect
Target sequence (P48426 whole entry, looked up): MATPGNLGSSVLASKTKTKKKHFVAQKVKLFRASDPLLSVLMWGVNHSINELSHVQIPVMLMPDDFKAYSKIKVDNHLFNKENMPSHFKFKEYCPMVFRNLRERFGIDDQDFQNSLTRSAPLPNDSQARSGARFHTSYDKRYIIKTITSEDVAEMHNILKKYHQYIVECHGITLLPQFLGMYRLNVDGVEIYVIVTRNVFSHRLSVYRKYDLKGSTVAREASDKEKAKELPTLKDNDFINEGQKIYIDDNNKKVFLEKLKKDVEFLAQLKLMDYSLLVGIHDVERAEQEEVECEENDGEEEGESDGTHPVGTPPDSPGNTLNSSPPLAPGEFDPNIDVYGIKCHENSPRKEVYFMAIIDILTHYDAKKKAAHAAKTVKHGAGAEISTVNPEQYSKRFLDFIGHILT
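Luminescence from ADP-Glo served as readout of PI5P4Kalpha activity in a qHTS format. Reaction: enzyme, substrate, compound, ATP at 5 microM final, 60 min at RT.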
DRD3 antagonist: qHTS of D3 Dopamine Receptor Antagonist: qHTS; D(3) dopamine receptor (Homo sapiens), P35462; actives 2.5% (n = 360,000); D3R cells, DiscoveRx beta-arrestin luminescence, antagonist mode; stronger effect = lower value; max response, negative = inhibition, %; in the data active = max response below about -50%; inconclusive = no clear call, values can overlap the other calls; also: % is scaled to controls: 0 for no effect and ±100 for the full control effect; mostly tested at two doses, the higher about 12 µM
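Cells plated overnight at 1500 cells/well, then exposed to library compounds with dopamine controls for 90 minutes at 37 degrees C. DiscoveRx reagent added for 30–60 minutes at room temperature; luminescence read, quantitative HTS format.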
PLK1 PBD inh: qHTS for Inhibitors of PLK1-PDB (polo-like kinase 1 - polo-box domain): Primary Screen; Plk1 PBD binding of FITC phosphopeptide, fluorescence polarization; Potency, µM, for the others: max response, negative = inhibition, hits mostly inhibitors; actives 2.8% (n = 360,000); also: potency is read from the fitted curve at half-maximal effect; series mostly up to about 57 µM; % is scaled to controls: 0 for no effect and ±100 for the full control effect; nearly all actives have a fitted effect of over 65% in size
Target sequence (P53350 whole entry, looked up, the tested form may be a part): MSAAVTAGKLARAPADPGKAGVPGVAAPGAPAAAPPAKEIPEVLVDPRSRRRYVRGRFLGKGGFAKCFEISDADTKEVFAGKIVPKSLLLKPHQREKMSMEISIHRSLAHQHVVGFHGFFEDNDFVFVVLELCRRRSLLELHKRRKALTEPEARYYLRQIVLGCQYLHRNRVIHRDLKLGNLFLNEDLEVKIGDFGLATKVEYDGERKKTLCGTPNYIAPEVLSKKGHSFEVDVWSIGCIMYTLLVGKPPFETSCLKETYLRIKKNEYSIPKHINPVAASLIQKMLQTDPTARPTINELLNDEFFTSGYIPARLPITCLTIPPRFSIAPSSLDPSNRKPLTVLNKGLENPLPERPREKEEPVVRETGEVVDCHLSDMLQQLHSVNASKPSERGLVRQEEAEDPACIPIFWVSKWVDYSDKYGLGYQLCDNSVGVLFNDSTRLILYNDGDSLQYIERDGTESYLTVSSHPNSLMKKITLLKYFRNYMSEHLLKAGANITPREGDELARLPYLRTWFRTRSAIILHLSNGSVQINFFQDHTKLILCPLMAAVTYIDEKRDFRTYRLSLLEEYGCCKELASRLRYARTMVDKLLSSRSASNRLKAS
Starred values were filed as active, the others as inactive; ? = inconclusive; nt = no result given; [ ] = remark or other dose. Unless noted, calls follow the shape of the dose curve; as a rule, active = well fitted curve in the direction sought with a large enough effect; inconclusive = small, poorly fitted or top-dose-only effect, or another doubt; inactive = no such curve, though single readings can be large; an effect the other way counts as inactive or inconclusive.

Values in the order – GLP1R ag	WRN helicase inh	GLP1R cytotox	GLP-1R inv ag	DRD3 agonist	IL2 activator	PI5P4K alpha inh	DRD3 antagonist	PLK1 PBD inh
> NS(=O)(=O)c1ccc(NC(=S)NC(=O)c2cccc(Br)c2)cc1
    11%	2%[57.1 µM]	-2%	62%[activator]	-2	0.4	-10	-11	-13%
> CC(C)(C)NC(=O)Cn1ccc(=N)c2ccccc21
    1%	5%	5%	-9%	1	2.9	1	6	-6%
> S=c1[nH]nc(-c2cc(-c3ccccc3)n[nH]2)n1/N=C/C=C/c1ccccc1
    -4%	3%	5%	89%[activator]	-16	1.2	-25	-26	-4%
> Cc1cc(NC2C3CC4CC(C3)CC2C4)n2nnnc2n1 (configuration not stated)
    0%	7%	-4%	3%	5	0.7	nt	-17	-2%
> Nc1c(-c2ccc(Cl)cc2)cnn1C1CCS(=O)(=O)C1 (configuration not stated)
    3%	5%	1%	-26%	3	0.1	9	1	-8%
> COC(=O)c1ccc(C)c(NC(=O)CSc2nnc3ccccn23)c1
    -5%	9%	0%	14%	0	-0.3	-3	-4	-9%
> Nc1ncc(CCN2CCOCC2)c(-c2ccc(F)cc2)n1
    -4%	-5%[57.1 µM]	-10%	74%[activator]	6	-1.7	2	32	2%
> O=C1CC(N2CCN(c3ccc(F)cc3)CC2)C(=O)N1c1ccccc1 (configuration not stated)
    5%	-7%	-9%	2%	-5	0.0	-7	4	-3%
> COC(=O)CC1C(=O)NCCN1C(=O)CSc1nc2cc(Cl)ccc2o1 (configuration not stated)
    1%	1%	-4%	-10%	5	2.6	3	10	-17%
> C/C(CC(=O)Nc1ccc2c(c1)OCCO2)=N\NC(=O)COc1ccccc1
    10%	-2%	4%	3%	12	-0.2	5	0	-14%
> COCCN(C(=O)CSc1nnc(C)n1Cc1ccccc1)c1c(N)n(Cc2ccccc2)c(=O)[nH]c1=O
    1%	-31%	8%	10%	0	1.1	-18	-14	27µM*
> CCC/C(=N\NC(=O)c1ccc(CSc2nncn2C)cc1)c1ccccc1
    -3%	4%	2%	5%	3	-3.2	-5	0	0%
> COc1ccc([C@@H]2OC2(C(N)=O)C(N)=O)cc1
    4%	5%	0%	29%	-4	-0.8	1	-8	-15%
> O=C1c2cccnc2C(Nc2ccc(S(=O)(=O)N3CCCCC3)cc2)N1Cc1ccccc1 (configuration not stated)
    -17%	1%	-14%	0%	6	-0.3	nt	18	-11%
> CCOc1ccc(N(CC)C(=O)Cc2c(C(=O)O)n(C)c3ccccc23)cc1
    0%	-1%	-11%	-23%	2	0.6	17	-4	1%
> CCC(c1nnnn1Cc1ccc(F)cc1)N1CCN(C)CC1 (configuration not stated)
    6%	3%	5%	2%	-19	-2.8	1	-2	-1%
> CC(C)(C)OC(=O)N1CCCC(C(=O)Nc2ccc(C(=O)NCc3ccccc3)cc2)C1 (configuration not stated)
    0%	-2%	-4%	-7%	8	0.3	-5	-5	7%
> CCc1cc(C(=O)NCC2CCCO2)sc1C (configuration not stated)
    11%	3%	-11%	0%	-3	-4.8	-1	-6	-4%
> O=C(COC(=O)CCC1CCCCC1)Nc1ccc(OC(F)F)cc1
    -10%	-8%	5%	1%	2	0.6	11	7	-15%
> CCn1c(C)c(Br)c(=O)c(C(=O)OC)c1-c1ccc(Cl)cc1
    -3%	-3%	3%	9%	-7	2.2	2	21	-2%
> CN(c1ccccc1)S(=O)(=O)c1ccc(C(=O)Nc2nnc(-c3ccco3)o2)cc1
    -2%	-8%	-3%	-25%	-13	-3.2	-24	-18	?
> CN(C)c1ccc(NC(=O)C[n+]2ccccc2)cc1
    -1%	7%	-11%	2%	-1	-1.6	2	-12	-8%
> O=C(CNS(=O)(=O)c1ccccc1)NCC(=O)OCc1ccccc1F
    -17%	-2%	-15%	-2%	1	0.1	-2	14	2%
> COc1ccc(/C=N/NC(=O)c2ccc(CSc3nncn3C)cc2)cc1OC
    0%	-8%	-3%	20%	-10	-2.7	2	17	0%
> CC1=NN(c2ccccc2)C(=O)/C1=C/c1c(O)n(-c2ccc(F)c(Cl)c2)[nH]c1=O
    -22%	?	?	?	-24	-1.5	?	-16	27µM*
> COc1ccccc1NS(=O)(=O)c1ccc(C)c(C(=O)NC2=NCCS2)c1
    7%	-1%	7%	-3%	2	1.7	0	-15	-8%
> O=C(Nc1ccc(NC(=S)NC(=O)c2ccco2)cc1)c1ccc(Br)cc1
    -3%	1%	?	-5%	6	-0.1	5	10	-5%
> Cc1c(CN2CCCCC2C)c(=O)n(-c2ccccc2)n1C (configuration not stated)
    5%	8%	8%	25%	-13	2.3	nt	-58*	-6%
> O=c1cc(-c2ccc([N+](=O)[O-])cc2)nc2cc(-c3ccc(F)cc3)[nH]n12
    -15%	?	-22%	12%	-4	0.0	-21	-1	-26%
> Cc1ccc(-c2nnc(SCC(=O)N/N=C/c3ccccc3C(=O)O)n2-c2ccc(Cl)cc2)cc1
    -3%	-8%	-19%	-1%	-6	-1.8	-3	1	-2%
> Cc1ccccc1CSc1cn(CCNC(=O)c2cccs2)c2ccccc12
    -11%	nt	-18%	?	5	nt	nt	nt	nt
> CC(=O)c1cccc(NS(=O)(=O)c2ccc(N/C=C/C(=O)c3ccc(F)cc3)cc2)c1
    9%	-12%	-4%	?	10	-5.6	-7	27	0%
> CC(=O)Nc1cc2c(cc1C(=O)C(C)C)OCCO2
    6%	-21%	23%	30%[activator]	2	-1.1	-3	5	-2%
> Cc1csc(C(C)N(C)C(=O)c2ccc(OC3CCN(Cc4ccccn4)CC3)cc2)n1 (configuration not stated)
    -15%	-25%	-1%	?	-12	1.2	-6	?	-17%
> N#Cc1nc(-c2ccco2)oc1NCc1cccnc1
    4%	-16%	-24%	53%[activator]	21	-0.2	nt	-11	-2%
> CCCCCCSc1cccc(-c2nc3cc(C)ccn3c2NC2CCCCC2)c1
    2%	-8%	2%	?	20	-0.2	7	21	-4%
> COC(=O)C(C)N(C(=O)c1cccc(Cl)c1)c1c(C)cccc1C (configuration not stated)
    -1%	4%	-3%	0%	-26	0.5	nt	3	-9%
> O=C(Nc1ccc(F)cc1F)c1ccccc1-c1ccccc1
    0%	-2%	3%	?	0	-0.1	0	16	-18%
> COc1ccc(OC)c(C(=O)CSc2nccc(-c3ccc(Br)cc3)n2)c1
    1%	-3%	?	-22%	4	-1.3	nt	16	-26%
> COc1ccc(S(=O)(=O)N2CCC(NC(=O)c3ccccc3)CC2)cc1
    0%	4%	21%	5%	-11	-1.5	0	-16	-11%
> COc1ccc(C(=O)NCc2ccccn2)cc1[N+](=O)[O-]
    7%	-31%	10%	5%	-9	-2.6	2	-12	-11%
> COc1ccccc1-c1nnc(SCc2ccccn2)n1C
    -2%	4%	-7%	-1%	5	-1.5	nt	8	-8%
> COc1ccc(CCN(Cc2cc3cccc(C)c3[nH]c2=O)C(=O)N2CCCC2)cc1OC
    ?	-8%	-1%	11%	-7	-0.1	-2	8	-25%
> COc1cccc(C2c3[nH]c4ccccc4c3C[C@H]3C(=O)N(c4ccccc4C(=O)N4CCC[C@H]4C(=O)O)C(=O)N23)c1 (some centres not stated)
    0%	-3%	3%	-5%	-9	0.5	-1	24	?
> CCS(=O)(=O)N1CCN=C1SCc1ccc(F)cc1
    16%	-5%	-16%	11%	0	1.1	1	-9	-4%
> OC(CNCc1ccc(Cl)cc1)COc1ccccc1 (configuration not stated)
    0%	-2%	12%	?	-19	1.2	8	?	-6%
> COC(=O)c1c(-c2ccc(OC)cc2)oc2ccccc12
    5%	3%	5%	-26%	17	-0.5	35	40	-6%
> COCCc1nc2ccc(C(=O)N(C)Cc3cccc(-n4nc(C)cc4C)c3)cc2o1
    -1%	-26%	3%	5%	9	1.5	1	0	-4%

Three structures from above, sorted by SMILES length, low to high:
Values in the order – GLP1R ag	WRN helicase inh	GLP1R cytotox	GLP-1R inv ag	DRD3 agonist	IL2 activator	PI5P4K alpha inh	DRD3 antagonist	PLK1 PBD inh
> CCCCCCSc1cccc(-c2nc3cc(C)ccn3c2NC2CCCCC2)c1
    2%	-8%	2%	?	20	-0.2	7	21	-4%
> COc1ccc(S(=O)(=O)N2CCC(NC(=O)c3ccccc3)CC2)cc1
    0%	4%	21%	5%	-11	-1.5	0	-16	-11%
> COc1cccc(C2c3[nH]c4ccccc4c3C[C@H]3C(=O)N(c4ccccc4C(=O)N4CCC[C@H]4C(=O)O)C(=O)N23)c1 (some centres not stated)
    0%	-3%	3%	-5%	-9	0.5	-1	24	?

Assay outcomes deposited in PubChem BioAssay by National Center for Advancing Translational Sciences (NCATS).
